Source: PubChem
AmpC detergent: inhibitors of E. coli AmpC beta-lactamase with detergent. P00811. AID 485294. 370,000 compounds, 0.041% hits. Potency, µM (highest dose often 114 µM), without a hit: top-dose activity change, negative = inhibition, actives largely listed as inhibitors. AmpC hydrolysis of nitrocefin, absorbance 480 nm, 0.01% Triton;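 note: potency is the fitted concentration of half-maximal effect; 0% = no-compound wells and -100% = no-enzyme wells; nearly all actives have a fitted effect of over 25% in size; some results filed as inactive show a strong effect at the top dose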
Target sequence (P00811 whole entry, looked up): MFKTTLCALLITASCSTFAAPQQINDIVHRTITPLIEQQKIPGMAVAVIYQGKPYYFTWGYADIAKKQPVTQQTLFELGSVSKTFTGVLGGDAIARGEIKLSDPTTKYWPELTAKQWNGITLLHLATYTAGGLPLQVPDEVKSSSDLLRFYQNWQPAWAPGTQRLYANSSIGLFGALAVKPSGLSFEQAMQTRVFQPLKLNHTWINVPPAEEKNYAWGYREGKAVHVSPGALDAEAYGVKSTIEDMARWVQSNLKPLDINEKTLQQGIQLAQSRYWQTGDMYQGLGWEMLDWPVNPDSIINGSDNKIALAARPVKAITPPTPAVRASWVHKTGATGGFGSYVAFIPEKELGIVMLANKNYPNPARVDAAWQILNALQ
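20 mM phosphate pH 7.0 + 0.01% (detergent screen) or 0.0001% Triton X-100; 5.3 nM AmpC reagent; cpd preinc 15 min RT; nitrocefin (800 uM stock) to start; A480 q20 s × 4 min; Activity was normalised to no-enzyme and no-compound control wells.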
TbPYK inhibitor: T. brucei pyruvate kinase inhibition. Q57TT1. 410,000 compounds, 0.12% hits. Potency, µM (titrated, usually from 76.8 µM), inactives show at the top dose activity, negative = inhibition, hits mostly inhibitors. TbPYK enzyme, Kinase-Glo Plus ATP luminescence, 45 min; note: potency is the fitted concentration of half-maximal effect; nearly all actives have a fitted effect of over 50% in size
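Activity of T. brucei pyruvate kinase was followed by Kinase-Glo Plus luminescence after the enzyme reacted 45 min at room temperature with 130 uM ADP (final) and substrate. Test compounds were added before ADP at multiple concentrations.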
AMA1-RON2 inh: AMA1-RON2 (P. falciparum) interaction inhibition; AlphaScreen AMA1-biotinylated RON2 peptide binding; Potency, µM (top dose mostly 58.2 µM), inactives show at the top dose activity change, negative = inhibition, hits mostly inhibitors; 360,000 compounds, 0.2% hits;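 note: potency is the fitted concentration of half-maximal effect; 0% = vehicle wells and -100% = peptide control; nearly all actives have a fitted effect of over 45% in size; some results filed as inactive show a strong effect at the top dose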
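AMA1 (3D7) with his tag at 25 nM final met compounds first, then biotinylated RON2 peptide at 25 nM; detection used donor plus acceptor beads, 10 µg/mL apiece, read by AlphaScreen after 30 min at room temperature.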
HCMV inh: inhibitors of human cytomegalovirus. HFF cells, HCMV-luciferase reporter, 72 h; active compounds read low. activity change, negative = inhibition, % at 57.5 µM. 410,000 compounds, 4.5% hits; in the data active = activity change below about -60%; inconclusive = no clear call, values can overlap the other calls; inactive = above about -39%
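Two-dose cell screen: HFF monolayers treated with compounds and infected with luciferase-expressing HCMV at 1 PFU/cell, 72 h at 37C, then lysed for luciferase measurement.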
AmpC inh no detg: blocks E. coli AmpC beta-lactamase in detergent-free assay | P00811 | AmpC nitrocefin hydrolysis, absorbance 480 nm, 0.0001% Triton | Potency, µM (titrated, usually from 57.1 µM), inactives show at the highest dose activity change, negative = inhibition, usual class: inhibitors | 330,000 compounds, 0.52% hits;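 note: potency is the fitted concentration of half-maximal effect; plate controls were no compound for no effect and no enzyme for full effect; nearly all actives have a fitted effect of over 20% in size; some results filed as inactive show a strong effect at the top dose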
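AmpC (5.3 nM in the dispensed reagent) in 20 mM phosphate pH 7.0 with 0.01% (detergent screen) or 0.0001% Triton X-100 was preincubated with compounds for 15 min at room temperature. Nitrocefin was then added from an 800 uM solution, and hydrolysis was followed at 480 nm.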
LmPK inhibitor: LmPK (Leishmania mexicana) enzyme inhibition | 290,000 compounds, 0.37% hits | Q27686 | purified LmPK, Kinase-Glo ATP luminescence, 1 h | Potency, µM (highest dose often 57.5 µM), without a hit: top-dose activity change, negative = inhibition, usual class: inhibitors; note: potency is the fitted concentration of half-maximal effect
Target sequence (Q27686 whole entry, looked up): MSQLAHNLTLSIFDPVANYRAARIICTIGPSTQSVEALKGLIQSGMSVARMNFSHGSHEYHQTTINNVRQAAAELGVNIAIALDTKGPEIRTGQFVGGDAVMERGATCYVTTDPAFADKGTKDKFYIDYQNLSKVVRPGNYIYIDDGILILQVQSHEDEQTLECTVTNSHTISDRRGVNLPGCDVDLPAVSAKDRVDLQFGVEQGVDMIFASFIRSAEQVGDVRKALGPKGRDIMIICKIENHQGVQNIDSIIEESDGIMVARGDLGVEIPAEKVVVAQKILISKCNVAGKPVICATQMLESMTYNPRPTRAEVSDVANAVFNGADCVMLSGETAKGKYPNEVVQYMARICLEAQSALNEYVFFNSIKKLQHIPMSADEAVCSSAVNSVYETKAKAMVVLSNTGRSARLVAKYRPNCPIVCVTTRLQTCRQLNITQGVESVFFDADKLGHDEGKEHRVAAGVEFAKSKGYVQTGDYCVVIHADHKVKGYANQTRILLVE
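Purified LmPK (0.1 nM) with 0.5 mM PEP and 0.1 mM ADP in imidazole buffer pH 7.2 with MgCl2/KCl, 1 h at room temperature. ATP formed was read by luciferase luminescence and normalized to no-enzyme and uninhibited controls.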
Sm TGR block: inhibitors of Schistosoma mansoni thioredoxin glutathione reductase; Q962Y6; purified TGR, DTNB reduction, TNB absorbance 405 nm; Potency, µM (doses to about 114 µM), for the others: at the highest dose activity change, negative = inhibition, hits mostly inhibitors; 360,000 compounds, 3% hits; AID 485364; note: potency is the fitted concentration of half-maximal effect; nearly all actives have a fitted effect of over 60% in size
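TGR 20 nM + NADPH 100 uM (dispensed conc.), cpd preinc 15 min RT; start with NADPH (500 uM addition) then DTNB (15 mM addition). Kinetic TNB absorbance, 405 nm filter. Four-parameter Hill fit across titration.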
* hit, by the source's call; ? = inconclusive; . = not tested or not shown; [ ] = remark or other dose. Unless noted, calls come from the whole dose curve; as a rule, active = well fitted curve in the direction sought with a large enough effect; inconclusive = small, poorly fitted or top-dose-only effect, or another doubt; inactive = no such curve, though single readings can be large; an effect the other way counts as inactive or inconclusive. Unless noted, % is set by controls: 0 for no effect and ±100 for the full control effect.

SMILES	AmpC detergent	TbPYK inhibitor	AMA1-RON2 inh	HCMV inh	AmpC inh no detg	LmPK inhibitor	Sm TGR block
Nc1nnc(SCc2ccc(F)cc2Cl)s1	-12%	3%	21%	38	-27%	1%	-4%
O=C(C1=C[C@@H](c2ccc3c(c2)OCO3)C[C@@H](OCCCCO)O1)N1CCOCC1	1%	-4%	12%	-21	33%[activator]	6%	45µM*
Cc1nc(C(=O)NC2CCOCC2)sc1C1(C)CC(c2ccccc2)=NO1 (stereo not given)	-6%	-6%	-1%	5	81%[activator]	3%	-10%
COc1ccc(CC(=O)O/N=C(\N)c2ccncc2)cc1OC	.	1%	1%	-23	.	.	.
O=C(O)C(Cc1ccccc1)N1C(=O)/C(=C/c2cccs2)SC1=S (stereo not given)	6%	-15%	12%	-20	-21%	0%	.
CCO[C@@H]1OC(C(=O)Nc2ccccc2)=C[C@H](C2CC2)[C@H]1CCCO	10%	4%	-8%	-3	48%	6%	2%
CC(=O)C1=C(C)Nc2ncnn2C1c1cccc(O)c1 (stereo not given)	11%	-5%	-5%	-26	-2%	-2%	9%
CCc1ccc(C(=O)Cn2ccsc2=N)cc1	-3%	-6%	-1%	159	-17%	-15%	-16%
CCC(C)NC(=O)c1cc2c(=O)n(CC)c3ccccc3c2s1 (stereo not given)	-9%	-6%	9%	-3	39%	3%	-21%
CCCC(c1nnnn1CCOC)N1CCN(C(=O)c2ccco2)CC1 (stereo not given)	?	-17%	-2%	13	-3%	3%	-21%
CN(CC(=O)Nc1cc(C(F)(F)F)ccc1-n1cncn1)Cc1nc2ccccc2c(=O)[nH]1	.	1%	131%[activator]	-19	.	.	.
C#CCn1cc(Cl)cc(C(=O)Nc2ccccc2)c1=O	0%	0%	5%	-26	-15%	-2%	-4%
Cn1c(C(=O)OCC(=O)NCc2cccs2)cc2sccc21	-19%	-3%	-9%	?	-25%	2%	0%
CN(C)C(=S)NC(C)(C)C	5%	-25%	0%	60	-5%	3%	9%
Cc1ccc2nc(NC(=O)C3CCN(S(=O)(=O)c4cc([N+](=O)[O-])ccc4Cl)CC3)sc2c1	-5%	-4%	-9%	-10	?	0%	-12%
CCOC(=O)C1(Cc2cccc(F)c2)CCN(C(=O)COC)CC1	0%	2%	0%	8	-3%	-1%	8%
COc1ccc(N/C=C\C(=O)c2ccc(Br)cc2)cc1OC	-8%	-2%	-7%[2.32 µM]	-5	-12%	-1%	-5%
CCC(=O)NC(=Nc1nc2ccccc2s1)NC(=O)CC	0%	6%	-1%	89	-14%	-2%	-4%
Cc1onc(-c2ccccc2)c1C(=O)OCC(=O)Nc1cc(S(=O)(=O)N2CCOCC2)ccc1Cl	-1%	3%	9%	-9	19%	0%	6%
OC(COc1ccc(OCC(O)CN2CCN(Cc3ccccc3)CC2)cc1)CN1CCN(Cc2ccccc2)CC1 (stereo not given)	.	-2%	9%	-18	.	.	.
CN(C)NC(=S)NC1CC2CCC1C2 (stereo not given)	5%	-2%	25%	-61*	-10%	-1%	7%
CC(=O)c1cn(C)c(=O)n(C)c1=O	-1%	-6%	-3%	-1	-19%	-1%	-1%
CC(OC(=O)Cc1n[nH]c(=O)c2ccccc12)C(=O)Nc1ccc(F)cc1 (stereo not given)	?	1%	-3%	4	-12%	.	0%
CCOc1cc(NC(=S)NCCCN2CCOCC2)c(OCC)cc1NC(=O)CC(C)C	6%	7%	-4%	-93*	40%	-7%	-15%
Cc1ccc(OCCC(=O)OCC(=O)N2CCN(S(=O)(=O)c3ccc(Cl)cc3)CC2)cc1	11%	0%	5%	-14	5%	.	-14%
COc1cccc2cc(C(=O)NCc3ccccc3Br)c(=O)oc12	-1%	-2%	1%	22	-16%	-7%	-25%
CCOc1cc(CNc2ccc3c(c2)OCCO3)cc(Br)c1OCC(N)=O	4%	-13%	-26%	-33	53%	5%	0%
CC(C)(C)c1cccc(Cn2nnc3ccccc32)c1O	?	-14%	10%	?	-14%	.	-4%
COc1cc(CCC(=O)OCC(=O)NCc2ccccc2)cc(OC)c1OC	-6%	-3%	0%	-21	-2%	-30%	11%
COc1cc(C(O)c2nc(-c3cc(F)cc(F)c3)cs2)ccc1F (stereo not given)	.	1%	5%	?	.	.	.
Cc1ccc(CN2C(=O)C(F)(F)Oc3ccc(C)cc32)cc1	.	0%	26%	-15	.	.	.
Cc1ccc2c(c1)cc(CN(Cc1cccnc1)C(=O)NCc1ccccc1)c1nnnn12	1%	2%	10%	29	-12%	0%	0%
Cc1ccc(OC(=O)c2ccc(Br)o2)cc1	-5%	2%	0%	-6	-15%	-13%	1%
O=C1CCC/C(=N\NC(=O)COc2ccc(Cl)cc2)C1	?	-1%	-12%	20	-24%	-4%	-28%
Cc1ccc(N(CC(=O)NCc2ccc3c(c2)OCO3)C(=O)CCC(=O)Nc2ccccn2)cc1	?	4%	21%	-25	-22%	5%	-5%
Cc1cc2c(cc(C(=O)O)n2C)s1	-13%	6%	-2%	-2	-19%	-5%	2%
COc1cccc2c1cc1c(=O)n(CC(=O)N3CCN(c4ccccc4)CC3)nc(C)n12	23%	2%	.	4	.	.	-5%
COc1ccc(NC(=O)NC(=O)c2cc(OCC(F)(F)F)ccc2OCC(F)(F)F)cc1	-10%	6%	0%	-27	40%	1%	-4%
COCCCNC(=O)C[C@@H]1C[C@@]2(C(=O)OC)CCCCC=C2N(Cc2ccco2)C1=O	.	0%	12%	33	.	.	.
Cc1c(C(=O)N(Cc2cccc(Br)c2)C2CCS(=O)(=O)C2)oc2ccc(F)cc12 (stereo not given)	4%	-10%	6%	28	75%[activator]	-4%	7%
Cc1cccc(NS(=O)(=O)c2ccc3[nH]c(=O)ccc3c2)c1C	-8%	-8%	.	6	.	.	-7%
Cc1ccc(SC(C)C(=O)N2CCCC2)cc1 (stereo not given)	1%	0%	5%	89	?	0%	-3%
CCn1c(=O)cc(SCC(=O)NCCCN2CCN(c3ccc(F)cc3)CC2)c2ccccc21	-8%	12%	10%	121	145%[activator]	-2%	4%
COc1ccc(C)cc1NC(=O)c1cc(C2CC2)nc2c1c(C)nn2C1CCS(=O)(=O)C1 (stereo not given)	.	4%	5%[11.6 µM]	26	.	.	.
CN(CC(=O)Nc1ncn[nH]1)S(=O)(=O)c1ccc(Br)cc1	3%	3%	10%	7	-19%	-5%	-18%
COC(=O)CSc1cc(C)nc(SC)n1	1%	8%	10%	25	-12%	-1%	0%
C=CCN1C(=O)c2ccccc2Sc2ccc(C(=O)N3CCC4(CC3)OCCO4)cc21	-14%	1%	-8%	-66*	120%[activator]	3%	9%
Cc1oc(-c2cccc(C(F)(F)F)c2)nc1CN1CCOCC1	-5%	-1%	2%	-31	-31%	2%	-5%
Cc1cc(C(=O)CCC(=O)N2CCN(S(=O)(=O)c3cccs3)CC2)c(C)s1	?	-12%	-16%	67	-1%	1%	-4%
CCC(CC)C(=O)Nc1c2c(nn1-c1ccc(OC)cc1)CS(=O)C2 (stereo not given)	-8%	1%	0%	-18	-12%	-3%	3%
Cc1ccc(OCC(=O)Nc2nonc2-c2ccc(Br)cc2)cc1	5%	1%	.	1	.	.	-6%
CC1C=CCC2C(=O)N(c3cccc(C(=O)N4CCCCCC4)c3)C(=O)C12 (stereo not given)	.	3%	-2%	13	.	.	.
CCCCS(=O)(=O)/C=C/[C@H]1[C@H](S(=O)(=O)CCCC)[C@H]2C=C[C@@H]1C2	-18%	4%	17%	11	-5%	6%	2%
Cc1ccc(NC(=O)CCCSc2nc3ccccc3[nH]2)cc1	-6%	-3%	3%	-24	-36%	2%	-13%
CCCS(=O)(=O)NC(=O)C1(C)CCCN(C(=O)COc2ccccc2)C1 (stereo not given)	.	0%	0%	18	.	.	.
O=C(COC(=O)c1ccc(O)cc1)NCCCc1ccccc1	-13%	3%	-4%	4	-27%	5%	5%
OCC[C@@H]1C[C@H](O)[C@@H](O)[C@@]2(OCc3ccc(CO)cc32)O1	.	-1%	-4%	3	.	.	.
COc1ccc(-c2c(C#N)c(N)nc3c2CCC3)cc1	0%	4%	17%	-28	-22%	4%	-2%
CC1C2CCC(C2)C1OC(=O)c1ccccc1C(=O)O (stereo not given)	.	7%	-6%	34	.	.	.
COc1ccccc1N1CCN(C(=O)c2ccc(-c3ccccc3)cc2)CC1	-6%	-4%	-14%	22	90%[activator]	12%	-4%

5 compounds drawn at random from the list so far, as already listed:
SMILES	AmpC detergent	TbPYK inhibitor	AMA1-RON2 inh	HCMV inh	AmpC inh no detg	LmPK inhibitor	Sm TGR block
Cc1ccc2c(c1)cc(CN(Cc1cccnc1)C(=O)NCc1ccccc1)c1nnnn12	1%	2%	10%	29	-12%	0%	0%
CCc1ccc(C(=O)Cn2ccsc2=N)cc1	-3%	-6%	-1%	159	-17%	-15%	-16%
Cc1ccc(SC(C)C(=O)N2CCCC2)cc1 (stereo not given)	1%	0%	5%	89	?	0%	-3%
C=CCN1C(=O)c2ccccc2Sc2ccc(C(=O)N3CCC4(CC3)OCCO4)cc21	-14%	1%	-8%	-66*	120%[activator]	3%	9%
Cc1ccc(CN2C(=O)C(F)(F)Oc3ccc(C)cc32)cc1	.	0%	26%	-15	.	.	.

Additional results follow.
SMILES	AmpC detergent	TbPYK inhibitor	AMA1-RON2 inh	HCMV inh	AmpC inh no detg	LmPK inhibitor	Sm TGR block
COc1ccccc1/C=C1\SC(=S)N(NS(=O)(=O)c2ccccc2)C1=O	2%	-6%	-1%	-29	-34%	5%	-3%
O=C(CCC(=O)Nc1ccccc1)N/N=C/c1ccc2c(c1)OCO2	7%	-8%	21%	.	-40%	-4%	4%
COc1ccc(/C=N/OC(=O)Nc2ccc(Cl)cc2)c(OC)c1	-6%	0%	4%	96	-40%	5%	-7%
CCC1=C(NCc2ccccc2)COC1=O	.	1%	0%	2	.	.	.
CCOc1ccccc1N(C)C(=O)c1cc2c(=O)n(CC)c3ccccc3c2s1	7%	-5%	4%	-1	108%[activator]	0%	15%
Cc1cc(NC(=O)COc2coc(CN3CCN(c4ccc(F)cc4)CC3)cc2=O)no1	-1%	0%	3%	7	2%	.	0%
COc1ccc(/C=C/C(=O)Nc2cc(S(=O)(=O)N3CCOCC3)ccc2C)cc1OC	-5%	-3%	0%	-10	-1%	1%	7%
CCCNC(=O)c1ccc(Cn2cc(C(F)(F)F)ccc2=O)cc1	-1%	10%	6%	-23	-4%	1%	-1%
O=C(CN1C(=O)c2ccccc2S1(=O)=O)c1ccccc1Cl	-1%	.	.	-86*	-31%	0%	-13%
